CF NFkB inh – inhibitors of cystic fibrosis induced NF-kB | KKLEB NF-kB-GFP reporter, PAF-induced, GFP fluorescence overnight | inhibition, % at 5 µM | actives 0.86% (n = 360,000);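 active = at least 50% inhibition at 5 µM, scaled per plate between neutral and stimulator controls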;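 also: PAF is a Pseudomonas aeruginosa culture filtrate used as stimulus; plate controls were PAF-stimulated DMSO wells for no effect and unstimulated DMSO wells for full effect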
TROY signal inh – inhibitors of TROY-dependent NF-kB signaling; Q293 LMP1-TROYcd NF-kB luciferase reporter, 4 h; inhibition, % at 10 µM; actives 0.98% (n = 360,000); AID 1347056;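 active = compounds whose plate-normalised and pattern-corrected inhibition of the luciferase reporter signal at the single screening dose is 50% or more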
NR2E3 ag-1 – activates human photoreceptor nuclear receptor NR2E3. Q9Y5X4. GST-NR2E3/biotin-RetCOR TR-FRET, 1536-well. inhibition of corepressor binding, % at 4.78 µM. actives 0.12% (n = 320,000). AID 2300;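 active = percent inhibition above the cutoff of mean plus 3 SD of all tested compounds, set per screening campaign, cut at about 20% in these data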;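 also: 0% = DMSO wells and 100% = biotin wells as full block of FRET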
Target sequence (Q9Y5X4 whole entry, looked up): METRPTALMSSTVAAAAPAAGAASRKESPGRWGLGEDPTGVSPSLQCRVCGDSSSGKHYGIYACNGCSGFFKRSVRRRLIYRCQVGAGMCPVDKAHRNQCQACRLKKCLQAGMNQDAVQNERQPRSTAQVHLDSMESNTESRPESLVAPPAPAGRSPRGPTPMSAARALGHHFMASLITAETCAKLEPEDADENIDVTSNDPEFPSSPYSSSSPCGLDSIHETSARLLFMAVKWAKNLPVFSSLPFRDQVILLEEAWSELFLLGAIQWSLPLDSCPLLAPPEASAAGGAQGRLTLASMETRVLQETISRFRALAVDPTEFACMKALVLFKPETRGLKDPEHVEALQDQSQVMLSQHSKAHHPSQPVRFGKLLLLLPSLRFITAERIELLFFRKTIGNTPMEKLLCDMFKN
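Assay system: NR2E3–RetCOR corepressor complex. Quantity: 1.35 nM GST-NR2E3. Buffer or medium: pH 7.5 Tris-based buffer. Reagent: biotinylated RetCOR corepressor at 7 nM final. Schedule: 5 h at 4 °C. Detection: TR-FRET, emission read at 617 and 671 nm. Replicates: one well per compound, singlicate testing.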
TRAIL sens C8 – sensitizes caspase-8 expressing cells to TRAIL; NB7+C8 cells + TRAIL, ATPlite viability luminescence; inhibition (viability loss, TRAIL sensitization), % at 10 µM; actives 1% (n = 360,000); AID 624354;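 active = compounds causing at least 50% loss of cell viability in the single-dose screen, relative to plate controls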
NR2E3 ag-2 – agonists of human NR2E3 nuclear receptor; AID 602229; actives 0.35% (n = 360,000); CHO-S Gal4-NCOR/VP16-NR2E3 two-hybrid, luciferase; inhibition of corepressor binding, % at 3.98 µM;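 active = inhibition above the mean of all tested compounds plus 3 SD, cut at about 70% in these data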;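 also: 0% = DMSO with NR2E3 transfected cells and 100% = cells lacking NR2E3 construct; higher means lower luciferase signal from less NR2E3 corepressor binding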
Shn3 3UTR inh – inhibitors of Schnurri-3 3'UTR reporter in osteoblasts. Clone20 osteoblast Shn3 3'UTR firefly luciferase, 24 h. inhibition, % at 12.5 µM. actives 0.52% (n = 360,000). AID 588674;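 active = mean inhibition of at least 75% with every replicate also reaching 75%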;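 also: 0% = median of neutral control wells and 100% = pilot-screen positive control compound; some compounds past the cut are filed as inactive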
MITF TRPM1 inh – MITF TRPM1 promoter inhibition in SK-MEL-5 cells | SK-MEL-5 TRPM1 promoter luciferase, 24 h | inhibition, % at 12.5 µM | actives 0.83% (n = 330,000) | AID 488899;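 active = mean inhibition across replicates of 60% or more, whatever share of single replicates reaches that level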; also: values of inactives mirror those of a sister screen read the other way
HIF-2a block – blocks HIF-2a reporter activity; 786-0 RCC cells HIF-2a reporter, luciferase luminescence, overnight; inhibition, % at 18.8 µM; actives 0.72% (n = 360,000); AID 624352;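 active = inhibition of the luminescence signal of 40% or more relative to plate controls, in a single-dose primary screen at 18.75 µM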
Peg3 prom inh – inhibitors of Peg3 promoter | HeLa PEG-Prom luciferase reporter, luminescence, overnight | inhibition, % at 20 µM | actives 1.7% (n = 360,000);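 active = inhibition of at least 50% at 20 µM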
TWEAK-Fn14 inh – inhibitors of TWEAK-Fn14 interaction signaling; actives 2% (n = 360,000); AID 1159606; TWEAK-stimulated Fn14 reporter cells, luciferase luminescence, 8 h; inhibition, % at 10 µM; in the data active = inhibition above about 50%
KKLEB cytotox – CF airway cell cytotoxicity counter-screen. KKLEB CF airway cells viability, ATPlite luminescence, overnight; active compounds read low; cells stimulated with P. aeruginosa culture filtrate. activity change (cytotoxicity), % at 5 µM. actives 0.36% (n = 360,000). AID 602141;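 active = corrected activity change at or below -50% at 5 µM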
Starred values were filed as active, the others as inactive; nt = no result given; & = joins results of further samples.

SMILES	CF NFkB inh	TROY signal inh	NR2E3 ag-1	TRAIL sens C8	NR2E3 ag-2	Shn3 3UTR inh	MITF TRPM1 inh	HIF-2a block	Peg3 prom inh	TWEAK-Fn14 inh	KKLEB cytotox
COc1ccc2nc(NC(=O)C3CC(=O)N(c4ccccc4)C3)sc2c1 (stereo not drawn)	27	12	1	-4	-13	10	-10	-7	5	43	-11
O=C(O)Cn1ccc2cc(S(=O)(=O)N3CCCCCC3)ccc21	7	-19	2	1	-1	-4	2	10	8	1	-18
CC1CCN(CC(CS(=O)(=O)c2ccc([N+](=O)[O-])cc2)N2CCC(C)CC2)CC1 (stereo not drawn)	96*	-1	-5	49	-3	-29	84*	93*	108*	8	-42
COCCOC(=O)N1CCCCC1c1cc(C(=O)NCc2ccc(Cl)c(Cl)c2)no1 (stereo not drawn)	22	8	nt	-3	-30	22	nt	12	15	4	-8
CC(C(=O)Nc1ccc(F)c(F)c1)N1CCN(C)CC1 (stereo not drawn)	5	5	-4	-12	-7	4	3	20	11	-6	-6
FC(F)(F)c1cccc(-c2noc(CN3CCOCC3)n2)c1	14	-19	-2	4	-6	1	-27	-40	-15	-9	-11
O=C(c1cccc2c1C(=O)N(Cc1cccnc1)C2)N1CCN(c2ccccc2)CC1	-11	6	2	2	-24	2	-4	10	5	0	-4
O=S(=O)(c1ccccc1)N1CCN(S(=O)(=O)N2CCCCCC2)CC1	5	4	1	4	8	-11	-4	20	11	10	-11
Cn1c(=O)c2c(nc(OCCc3ccccc3)n2C)n(C)c1=O	-5	12	-5	9	-2	18	5	-6	1	21	4
CCN(C(=O)c1cc2c(=O)n3ccccc3nc2n1CCCOC)C1CCCCC1	7	16	4	10	0	10	-4	10	10	-21	-3
Cc1ccc(S(=O)(=O)N2CCCOC2CNC(=O)C(=O)NCCN2CCOCC2)cc1 (stereo not drawn)	22	-3	5	-1	-2	-5	5	13	4	14	2
Cc1ccc(N2CC(C(=O)Nc3cccnc3)CC2=O)cc1Cl (stereo not drawn)	0	-7	4	-6	-23	9	16	14	7	-23	-5
O=C(NCC(=O)N1CCC(N2CCCCC2)CC1)C1CCCCC1	1	-15	-3	6	-17	1	-20	21	16	-6	10
O=C(/C=C/NNC(=O)c1ccc(Br)cc1)c1ccccc1	13	-15	5	7	-90	2	1	0	-12	6	-3
CCN1C(=NCCc2ccccn2)N[C@@H](c2cccc(C(F)(F)F)c2)C(C(=O)OC)=C1C	-4	-12	nt	-10	-15	-14	-7	3	-11	-8	-7
C[C@H]1CN([C@@H](C)CO)S(=O)(=O)c2ccc(Br)cc2O[C@H]1CN(C)C(=O)CN(C)C	-71	2	nt	18	18	-11	nt	0	-8	22	15
O=C(Oc1c(CN2CCOCC2)cc(Cl)c2cccnc12)c1ccccc1F	-7	8	-1	54*	47	40	68*	3	22	27	-5
Cc1nnc(SCC(=O)Nc2ccccc2C(=O)NC2CC2)s1	9	-2	-1	-3	-2	-1	-7	13	5	15	6
CCCCNS(=O)(=O)c1ccc2nc(SCC(=O)c3ccccc3OC)[nH]c2c1	1	36	-3	8	-17	12	16	4	18	37	0
Cc1ccc(Cn2cnc3c(cnn3-c3ccc(F)cc3)c2=O)cc1	2	-3	0	3	-17	-13	9	17	21	20	1
Cc1nc(N/N=C/c2ccc(O)cc2)c2cnn(-c3ccccc3)c2n1	-29	24	-2	-10	-38	28	-4	-75	-20	40	-8
CN(CCC#N)C(=O)COC(=O)/C=C/c1ccc2c(c1)OCO2	1	-18	2	2	-18	2	8	6	5	4	-3
O=C(O)CC1(O)C(=O)N(Cc2ccccc2)c2ccccc21 (stereo not drawn)	-5	-16	1	1	15	-8	9	19	-8	9	9
CCOc1ccc(NS(=O)(=O)c2ccc(OCC(=O)NCCCOC)cc2)cc1	21	-8	3	4	-52	7	5	11	3	0	-8
CCc1ccc(NC(=O)c2ccccc2NC(=O)C2CCCO2)cc1 (stereo not drawn)	5	-31	-2	9	-76	-56	-52	-222	-208	-14	-27
O=C(CCCN1C(=O)c2ccccc2C1=O)Oc1ccc(Cl)cc1	-2	-9	1	-3	3	nt	5	-1	-5	-3	-1
COc1ccc(-c2nnc(SCC(=O)NC3CCCCC3)o2)cc1OC	-3	-17	1	15	9	6	-2	-12	6	-2	-12
NC(=O)C1(N2CCCCC2)CCN(CC(=O)Nc2ccccc2Sc2ccccc2)CC1	-4	8	3	-10	-3	6	-3	18	24	-1	-11
Cc1ccc(-c2cc(C(=O)O)c3cc(Br)ccc3n2)s1	3&-9	-40&-8	nt	26&22	-55&-34	-18&-28	-21&-18	-170&-182	-118&-126	-5&-22	-1&2
O=c1/c(=C\c2cc([N+](=O)[O-])cc([N+](=O)[O-])c2O)sc2nc3ccccc3n12	-10	6	6	-4	-4	7	0	0	8	12	-2
NS(=O)(=O)c1ccc(N2CCOCC2)c(C(=O)NCc2cccs2)c1	19	-8	nt	-16	19	2	-12	7	-8	6	-11
C(=C\c1ccccc1)/C=N/Nc1nc2ccccc2s1	-3	6	1	11	-149	-152	-100	-251	-413	13	3
C=CCNc1nc2c(c(=O)n(C)c(=O)n2C)n1CC	14	-3	3	-5	-52	-5	nt	18	8	8	-5
COc1ccc(/C=N/NC(=O)CN2CCSCC2)cc1C	19	-20	2	5	-13	-18	-11	-8	-9	7	-6
CC1CCN(C(=O)c2ccc3c(c2NCCO)C(=O)c2ccccc2C3=O)CC1	6	2	-3	0	7	-5	1	33	33	23	-9
Cc1ccnc2nc(C(=O)OCC(=O)NCc3cccc(Cl)c3)nn12	22	-16	1	2	-11	-10	4	15	-16	0	0
Cc1cccc(C(=O)O/N=C2\CCS(=O)(=O)c3sccc32)c1	-7	-48	0	1	4	9	5	-10	-13	7	0
OCCNc1nc(N2CCCCC2)nc2ccccc12	3	-16	4	1	0	-4	-5	10	13	-6	3
COc1cccc(NC(=O)COc2nc3ccccc3nc2C)c1	-15	23	-3	-25	2	18	-5	12	4	23	3
Cn1c(N2CCCC2)nc2c1c(=O)n(Cc1cccc(F)c1)c(=O)n2C	-15	13	4	7	-5	10	0	29	23	3	0
Cc1nc2c(C)cccn2c(=O)c1NC(=O)c1ccco1	-9	4	-4	-10	-3	2	-1	4	0	-13	-12
COc1ccc(-c2n[nH]c(=S)n2-c2ccc(Br)cc2)cc1OC	2	16	2	-2	0	-12	1	17	8	-9	7
Cc1ccccc1S(=O)(=O)Cc1ccc(C(=O)NC2CCC(C)CC2)o1 (stereo not drawn)	-23	-18	-1	7	-21	-5	6	2	2	1	5
CCCCC(=O)NC(=S)Nc1cccc(NC(=O)c2ccccc2)c1	14	9	-1	-4	-13	-8	13	2	-10	-6	2
COc1ccccc1-c1nnc(NC(=O)c2ccc3c(c2)OCO3)s1	59*	-27	0	-15	-10	-6	-4	-42	30	3	-56*
O=C(C(Cc1ccccc1)n1cccc1)N1CCN(c2ccccc2)CC1 (stereo not drawn)	-2	-14	1	0	-10	-3	nt	5	15	8	-3
COCCOC(=O)C1=C(C)N=C2SCCC(=O)N2C1c1cccc(Br)c1 (stereo not drawn)	4	5	-1	-9	-5	7	0	7	1	3	8
CC(C)OC(=O)C1CC=CCC1C(=O)Nc1ccc(Cl)cc1 (stereo not drawn)	-12	-7	2	7	-10	nt	11	5	0	-24	-3
COCCn1nnnc1C(CC(C)C)N1CCN(c2nc3ccccc3s2)CC1 (stereo not drawn)	-22	-10	-1	-13	-36	-5	-4	7	9	-16	17
O=C(COC(=O)/C=C/c1ccc(Cl)cc1)NCc1cccs1	-10	1	nt	-25	-19	-26	nt	4	9	-2	2
O=C(COC(=O)Cc1ccc([N+](=O)[O-])cc1)NC1CCCCCC1	-21	14	nt	0	-12	-7	-2	0	2	5	6
COc1ccc(NC(=O)NCCN2CCCCC2)cc1	-17	20	1	6	-5	6	-6	8	10	17	0
CC(=O)N1c2ccc(S(=O)(=O)N3CCC(C(=O)N4CC(C)CC(C)C4)CC3)cc2CC1C (stereo not drawn)	4	-7	2	2	1	35	11	8	8	-7	-3
COc1ccc(C=O)cc1Cn1ccnc1C	6	9	2	-2	-13	-2	-5	13	-1	0	0
Cc1ccc(C(=O)N(C)Cc2nc3ccccc3c(=O)[nH]2)cc1NC(=O)c1ccco1	-2	-13	nt	3	6	3	6	7	-14	-17	-2
O=C(CSc1nnnn1-c1ccc(F)cc1)Nc1ccc(N2CCOCC2)c(Cl)c1	-22	-13	-4	-3	45	-43	16	6	13	-1	15
COc1ccc(CCNC(=O)Cc2cc3c(cc2[N+](=O)[O-])OCO3)cc1OC	5	8	nt	2	-3	7	-5	2	4	10	-13
CN(C)C(=O)c1cccc(-c2cnc3c(NC=O)cc(-c4ccccc4Cl)cn23)c1	-15	32	nt	15	6	-6	nt	-126	28	44	19
COCc1cccc(C2=CC(=O)C[C@H](c3ccc(F)cc3)C2)c1	1	-4	1	5	-3	-10	-14	-15	-13	-10	10
CCOC(=O)[C@]12CCC=C1N(Cc1ccco1)C(=O)[C@H](CC(=O)N1CCC(c3ccccc3)CC1)C2	nt	-5	nt	4	-1	nt	nt	-3	nt	6	nt

Profiles as entered above.
Cc1nc2c(C)cccn2c(=O)c1NC(=O)c1ccco1 in the list: CF NFkB inh = -9; TROY signal inh = 4; NR2E3 ag-1 = -4; TRAIL sens C8 = -10; NR2E3 ag-2 = -3; Shn3 3UTR inh = 2; MITF TRPM1 inh = -1; HIF-2a block = 4; Peg3 prom inh = 0; TWEAK-Fn14 inh = -13; KKLEB cytotox = -12
COc1ccc(C=O)cc1Cn1ccnc1C in the list: CF NFkB inh = 6; TROY signal inh = 9; NR2E3 ag-1 = 2; TRAIL sens C8 = -2; NR2E3 ag-2 = -13; Shn3 3UTR inh = -2; MITF TRPM1 inh = -5; HIF-2a block = 13; Peg3 prom inh = -1; TWEAK-Fn14 inh = 0; KKLEB cytotox = 0

(more compounds)
SMILES	CF NFkB inh	TROY signal inh	NR2E3 ag-1	TRAIL sens C8	NR2E3 ag-2	Shn3 3UTR inh	MITF TRPM1 inh	HIF-2a block	Peg3 prom inh	TWEAK-Fn14 inh	KKLEB cytotox
N#CC1=C(N)SC(N)=C(C#N)C1c1c(Cl)cccc1Cl	-3	-32	40*	-4	-7	-10	-11	13	16	11	8
Cc1nc(C)c(C(=O)Nc2ncc([N+](=O)[O-])s2)o1	-4	33	1	8	-44	43	36	56*	38	85*	-2
Cc1ccc(S(=O)(=O)/N=C(/Nc2ccccn2)c2ccc(Cl)cc2)cc1	12	-40	1	-4	-10	-17	-24	-39	-51	-37	-3
COCCn1c(SCC(=O)Nc2cc(C(C)(C)C)nn2-c2ccccc2)nnc1-c1ccncc1	-1	-1	1	7	22	2	-5	12	8	18	3
Cc1ccn2c(NC3CCCC3)c(-c3ccncc3)nc2c1	-3	-4	-4	13	0	24	11	9	19	-1	-4
O=C(NC1CCN(Cc2ccccc2)CC1)c1ccc(Cl)cc1Cl	8	10	0	4	24	7	5	20	0	-5	-9

Bioassay records from PubChem.

The list is partial, so the mix of outcomes need not match the whole.
